# LMNA splice mod: qHTS Assay for Modulators of Lamin A Splicing. 200,000 tested, 0.01% active. Potency, µM (top dose mostly 46.1 µM), without a hit: at the highest dose ratio change, negative = inhibition, actives largely listed as inhibitors. HeLa LMNA splicing GFP/RFP minigene ratio, 48 h. AID 1487, 2009; active = well fitted inhibition curve with a large enough effect in the signal ratio, with a control signal flat, not every such curve was filed as active; inconclusive = small, poorly fitted or top-dose-only effect, or effect the other way, or a change in a side signal; the % refers to the signal ratio; note: potency is the fitted concentration of half-maximal effect; % is set by controls: 0 for no effect and ±100 for the full control effect
#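 S3 HeLa cells stably expressing lamin A-EGFP splicing minigene plus DsRed2, 600 cells/well, 48 h compound exposure at 37C. Laser-scanning cytometry; analysed as GFP (500-530 nm)/RFP (575-640 nm) total intensity ratio; 0.5% DMSO vehicle.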
# aGlu spleen mod: qHTS Assay for Inhibitors and Activators of Human alpha-Glucosidase From Spleen Homogenate | AID 2112, 2009 | human spleen homogenate, 4-MU-alpha-glucoside fluorescence | 240,000 tested, 0.006% active | Lysosomal alpha-glucosidase (Homo sapiens), P10253 | Potency, µM (series often up to 79.9 µM), inactives show at the top dose activity change, negative = inhibition, usual class: inhibitors;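 note: potency is the fitted concentration of half-maximal effect; 0% = enzyme with vehicle and -100% = no enzyme basal signal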
#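 AC50 values come from Hill-equation fits of concentration-response data, normalized to no-enzyme and full-activity controls. Enzyme source: 1 ug human spleen homogenate; 1 mM fluorogenic 4-MU glucoside, pH 5.0 citrate buffer, 37 C, 40 min.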
# GAA glycogen mod: qHTS Assay for Inhibitors and Activators of Human alpha-Glucosidase Cleavage of Glycogen; Lysosomal alpha-glucosidase (Homo sapiens), P10253; recombinant GAA, glycogen substrate, Amplex Red glucose oxidase fluorescence; Potency, µM (series often up to 76.4 µM), for the others: at the top dose activity change, negative = inhibition, hits mostly inhibitors; 300,000 tested, 0.38% active;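 note: potency is the fitted concentration of half-maximal effect; 0% = full enzyme reaction and -100% = no-enzyme basal signal; the screen sought inhibitors and activators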
#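 Recombinant human enzyme (4 nM); glycogen substrate; 37 C, 40 min, pH 5.0. Readout: coupled glucose oxidase/Amplex Red fluorescence.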
# HTT cytoprotect: qHTS Multiplex Assay to Identify Dual Action Probes in a Cell Model of Huntington: Cytoprotection (ATP). 230,000 tested, 0.14% active. AID 1471, 2008. Potency, µM (doses to about 56.4 µM), without a hit: cytoprotection (ATP increase), actives largely listed as activators. PC12 HTT-Q103 induced, cytoprotection, ATP luminescence, 40 h;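 note: potency is the fitted concentration of half-maximal effect; % of control where 0% means no effect; nearly all actives have a fitted effect of over 45% in size; toxic huntingtin expression switched on by the ecdysone agonist tebufenozide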
#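 ATP quantification (ATPlite) reports survival of PC12 cells in which tebufenozide, 100 nM final, switches on Htt exon 1 with 103 glutamines linked to GFP; compounds are titrated.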
# HttQ103 aggreg: qHTS Multiplex Assay to Identify Dual Action Probes in a Cell Model of Huntington: Aggregate Formation (GFP); PC12 HttQ103-GFP aggregates, Acumen cytometry, 40 h; Potency, µM (titrated, usually from 46.1 µM), for the others: at the highest dose activity change, negative = inhibition, usual class: inhibitors; 220,000 tested, 1.1% active; note: potency is the fitted concentration of half-maximal effect; % is set by controls: 0 for no effect and ±100 for the full control effect; nearly all actives have a fitted effect of over 60% in size
#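 Quantitative HTS on tebufenozide-induced (100 nM) PC12 cells stably expressing polyQ103 Huntingtin exon 1–GFP. Reduction of bright GFP aggregates, detected by laser scanning cytometry after lysis, identified actives across the titration.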
# GAA inhib: qHTS Assay for Inhibitors of Human alpha-Glucosidase as a Potential Chaperone Treatment of Pompe Disease | Potency, µM (highest dose often 76.9 µM), for the others: at the highest dose activity change, negative = inhibition, most hits filed as inhibitors | purified human GAA, 4-MU-alpha-glucoside fluorescence | 200,000 tested, 0.005% active | Lysosomal alpha-glucosidase (Homo sapiens), P10253;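 note: potency is the fitted concentration of half-maximal effect; plate controls were uninhibited enzyme wells for no effect and no-enzyme background for full effect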
#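 Human enzyme at 4 nM with 400 uM 4-methylumbelliferyl-alpha-D-pyranoside, citrate/phosphate buffer pH 5.0, 0.005% Tween-20, 20 min at room temperature. Compounds up to 77 uM. 4-MU fluorescence (Ex 365/Em 440) read after NaOH/glycine stop; AC50 from Hill fit.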
# CBFb-RUNX1 inh: qHTS Assay for Compounds Blocking the Interaction Between CBF-beta and RUNX1 for the Treatment of Acute Myeloid Leukemia; 230,000 tested, under 10 active; AlphaScreen CBFb-His/RUNX1-biotin binding, biochemical; Potency, µM (series often up to 59.8 µM), for inactives: top-dose activity, negative = inhibition, usual class: inhibitors; AID 1477, 2009; Runt-related transcription factor 1 (Homo sapiens) + Core-binding factor subunit beta …; note: % of control where 0% means no effect
# Target sequence (Q01196 whole entry, looked up): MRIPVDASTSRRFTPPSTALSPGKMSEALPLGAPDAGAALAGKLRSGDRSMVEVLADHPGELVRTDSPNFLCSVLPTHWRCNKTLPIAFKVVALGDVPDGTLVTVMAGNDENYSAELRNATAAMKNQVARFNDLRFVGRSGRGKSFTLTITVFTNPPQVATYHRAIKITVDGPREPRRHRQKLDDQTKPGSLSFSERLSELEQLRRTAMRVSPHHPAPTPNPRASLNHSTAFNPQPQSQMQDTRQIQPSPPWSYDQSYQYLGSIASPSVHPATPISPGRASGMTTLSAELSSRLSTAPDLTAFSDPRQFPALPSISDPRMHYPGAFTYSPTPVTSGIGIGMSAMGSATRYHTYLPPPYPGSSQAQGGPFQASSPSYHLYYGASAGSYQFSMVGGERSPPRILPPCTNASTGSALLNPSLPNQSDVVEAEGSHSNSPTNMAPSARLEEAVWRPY
# Target sequence (Q13951 whole entry, looked up): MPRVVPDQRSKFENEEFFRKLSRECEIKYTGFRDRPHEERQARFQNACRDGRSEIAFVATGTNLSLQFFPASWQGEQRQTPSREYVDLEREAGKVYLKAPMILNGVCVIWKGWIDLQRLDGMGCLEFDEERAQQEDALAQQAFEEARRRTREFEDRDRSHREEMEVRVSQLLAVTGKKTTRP
#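 AlphaScreen proximity signal reports loss of binding between His-tagged CBF-beta and biotin-labelled RUNX1, each at 30 nM. Proteins are pre-associated for 20 minutes, compounds added for 15 minutes, then beads for 90 minutes, all at ambient temperature.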
# Active calls of the source: *; ? = inconclusive; · = not tested or not shown; [ ] = dose if it differs, or a comment. Unless noted, calls come from the whole dose curve; as a rule, active = well fitted curve in the direction sought with a large enough effect; inconclusive = small, poorly fitted or top-dose-only effect, or another doubt; inactive = no such curve, though single readings can be large; an effect the other way counts as inactive or inconclusive.
SMILES,LMNA splice mod,aGlu spleen mod,GAA glycogen mod,HTT cytoprotect,HttQ103 aggreg,GAA inhib,CBFb-RUNX1 inh
O=P(CCNCc1ccco1)(c1ccccc1)c1ccccc1,0%,-4%,-1%,2%,13%,-1%,5%
C=C(C)CC(NCCc1ccccc1)c1ccco1 (stereo not drawn),·,12%,6%,·,-11%,1%,9%
CC(=O)Nc1ccccc1-c1nnc(SCc2ccccc2Cl)[nH]c1=O,15%,-4%,4%,-12%,-4%,-5%,3%
O=c1cc(/N=C/c2coc3c(ccc4ccccc43)c2=O)[nH]c(=S)[nH]1,4%,-7%,-3%,4%[10 µM],-27%,-7%,-15%
CCN(CC)S(=O)(=O)c1ccc(N2CCOCC2)c(NS(=O)(=O)c2ccc(C(C)C)cc2)c1,7%,-1%,7%,-2%[10 µM],17%,-1%,3%
CN(C)CCn1c(=O)n(-c2cccc(Cl)c2)c(=O)c2c3c(sc21)CCCCC3,·,3%,-1%,-7%[10 µM],-6%[9.22 µM],-11%,-2%
CCOc1ccccc1N1CCN(C(=O)Nc2ccc(Cl)c(Cl)c2)CC1,1%[0.0737 µM],-3%,-7%,-14%,?,-4%,-3%
N=c1c2c(n(Cc3ccccc3)c3c1CCC3)CCC2,?,-3%,10%,-59%[inhibitor],8.9µM*,-1%,9%
CC(C)NC(=S)N/N=C/c1ccc(N2CCOCC2)cc1,-17%,0%,?,-2%[1.9 µM],7%,5%,-2%
CCCOc1ccc(N2C(=O)CC(SCc3nc4ccccc4[nH]3)C2=O)cc1 (stereo not drawn),?,1%,10%,6%[10 µM],1%[9.22 µM],11%,-2%
CCCCn1nnnc1SCC(=O)c1ccccc1F,·,7%,3%,45%[10 µM],14%[9.22 µM],?,7%
CC(=O)Nc1sc2c(c1C(N)=O)CCC2,-9%,-3%,-1%,8%[10 µM],-16%,-1%,1%
COc1ccccc1NC(=O)c1c([N+](=O)[O-])c(C(C)(C)C)nn1C,·,-4%,2%,?,19%[9.22 µM],·,-3%
Cc1ccc(SCC(=O)Nc2ccc(S(N)(=O)=O)cc2)cc1,·,5%,6%,26%,-10%,-1%,4%
COc1ccc(S(=O)(=O)N2CCC(CN3C(=O)c4cccc5cccc(c45)C3=O)CC2)cc1,-6%,2%,0%,-5%[10 µM],14%,?,-8%
Cc1ccc(-c2cnn(-c3cccc([N+](=O)[O-])c3)c2N)cc1,0%,?,-18%,-56%[inhibitor],?,-1%,-9%
NC(=S)N/N=C/c1coc2cc(Br)ccc2c1=O,?,6%,-12%,-10%[10 µM],-7%[9.22 µM],-1%,-1%
CCCCN(CCCC)CC1OCc2ccccc2CO1,-3%,0%,-3%,-4%,?,0%,0%
CCn1c(SCC(=O)N/N=C/C(C)=C\c2ccco2)nnc1-c1ccccc1,-2%,-4%,2%,13%[10 µM],5%,2%,-12%
O=C(C1=C[C@@H](c2csc3ccccc23)C[C@@H](OCc2ccc(CO)cc2)O1)N1CCN(Cc2ccccc2)CC1,·,-7%,5%,14%[10 µM],17%[9.22 µM],·,-23%
Cc1ccc(-n2c(-c3ccco3)nc3nc4ccccc4nc32)cc1F,-5%,1%,7%,24%[10 µM],-3%,?,-8%
Clc1ccccc1-c1ccc(/C=N/n2cnnc2)o1,-4%,6%,-5%,-5%,-16%,-10%,-2%
CCc1cc2c(=O)c(-n3cnc4ccccc43)coc2cc1O,0%,-4%,-1%,-5%[10 µM],6%[9.22 µM],8%,3%
O=C(Oc1ccc2c(-c3ccccc3)cc(=O)oc2c1)C1CCCCC1,4%,-4%,6%,-53%[inhibitor],?,-13%,-5%
CC1=CC(C)(C)Nc2ccc(OC(=O)CN3C(=O)CCC3=O)cc21,?,0%,-28%,-89%[inhibitor],6.3µM*,-9%,0%

# 17 entries from above in a different format:
SMILES	LMNA splice mod	aGlu spleen mod	GAA glycogen mod	HTT cytoprotect	HttQ103 aggreg	GAA inhib	CBFb-RUNX1 inh
O=P(CCNCc1ccco1)(c1ccccc1)c1ccccc1	0%	-4%	-1%	2%	13%	-1%	5%
C=C(C)CC(NCCc1ccccc1)c1ccco1 (stereo not drawn)	·	12%	6%	·	-11%	1%	9%
CC(=O)Nc1ccccc1-c1nnc(SCc2ccccc2Cl)[nH]c1=O	15%	-4%	4%	-12%	-4%	-5%	3%
O=c1cc(/N=C/c2coc3c(ccc4ccccc43)c2=O)[nH]c(=S)[nH]1	4%	-7%	-3%	4%[10 µM]	-27%	-7%	-15%
CCN(CC)S(=O)(=O)c1ccc(N2CCOCC2)c(NS(=O)(=O)c2ccc(C(C)C)cc2)c1	7%	-1%	7%	-2%[10 µM]	17%	-1%	3%
CN(C)CCn1c(=O)n(-c2cccc(Cl)c2)c(=O)c2c3c(sc21)CCCCC3	·	3%	-1%	-7%[10 µM]	-6%[9.22 µM]	-11%	-2%
CCOc1ccccc1N1CCN(C(=O)Nc2ccc(Cl)c(Cl)c2)CC1	1%[0.0737 µM]	-3%	-7%	-14%	?	-4%	-3%
N=c1c2c(n(Cc3ccccc3)c3c1CCC3)CCC2	?	-3%	10%	-59%[inhibitor]	8.9µM*	-1%	9%
CC(C)NC(=S)N/N=C/c1ccc(N2CCOCC2)cc1	-17%	0%	?	-2%[1.9 µM]	7%	5%	-2%
CCCOc1ccc(N2C(=O)CC(SCc3nc4ccccc4[nH]3)C2=O)cc1 (stereo not drawn)	?	1%	10%	6%[10 µM]	1%[9.22 µM]	11%	-2%
CCCCn1nnnc1SCC(=O)c1ccccc1F	·	7%	3%	45%[10 µM]	14%[9.22 µM]	?	7%
CC(=O)Nc1sc2c(c1C(N)=O)CCC2	-9%	-3%	-1%	8%[10 µM]	-16%	-1%	1%
COc1ccccc1NC(=O)c1c([N+](=O)[O-])c(C(C)(C)C)nn1C	·	-4%	2%	?	19%[9.22 µM]	·	-3%
Cc1ccc(SCC(=O)Nc2ccc(S(N)(=O)=O)cc2)cc1	·	5%	6%	26%	-10%	-1%	4%
COc1ccc(S(=O)(=O)N2CCC(CN3C(=O)c4cccc5cccc(c45)C3=O)CC2)cc1	-6%	2%	0%	-5%[10 µM]	14%	?	-8%
Cc1ccc(-c2cnn(-c3cccc([N+](=O)[O-])c3)c2N)cc1	0%	?	-18%	-56%[inhibitor]	?	-1%	-9%
NC(=S)N/N=C/c1coc2cc(Br)ccc2c1=O	?	6%	-12%	-10%[10 µM]	-7%[9.22 µM]	-1%	-1%

# Looked up above.
# Result of CC1=CC(C)(C)Nc2ccc(OC(=O)CN3C(=O)CCC3=O)cc21 under GAA inhib: -9%
# Result of CCCOc1ccc(N2C(=O)CC(SCc3nc4ccccc4[nH]3)C2=O)cc1 (stereo not drawn) under HTT cytoprotect: 6%[10 µM]

# More results follow:
SMILES,LMNA splice mod,aGlu spleen mod,GAA glycogen mod,HTT cytoprotect,HttQ103 aggreg,GAA inhib,CBFb-RUNX1 inh
CN(Cc1ccccc1)C(=O)C1CCCN(Cc2ccc(Cl)cc2)C1 (stereo not drawn),?,-7%,8%,11%,?,-15%,-2%
O=C(COC(=O)c1cccc(C(F)(F)F)c1)NCc1ccccc1,?,1%,12%,·,8%,1%,20%
O=C1NC2(Nc3ccccc31)C(=O)Nc1ccccc12 (stereo not drawn),-19%,-4%,-4%,-6%,13%,7%,12%
COCCNC(=O)COc1cccc(Oc2ccccc2)c1,8%,1%,2%,-14%[10 µM],-21%,0%,2%
O=C(N/N=C/c1ccc[nH]1)c1sc2ccccc2c1Cl,-20%,1%,-13%,10%,24%,3%,-5%
O=C(Nc1ccc(Cl)cc1)c1ccc(OC2CSC2)cc1,-5%[9.22 µM],-6%,3%,-33%,4%,11%,6%
N#Cc1cccc(-c2cn(S(=O)(=O)c3ccc(Cl)cc3)nc2N)c1,?,-9%,-12%,6%,?,4%,-4%
Cc1cccc(C)c1NC(=O)CSc1nnc(-c2ccco2)n1N,11%,1%,-7%,5%,-12%,0%,4%
CC(C)(C)NC(=O)NC(=O)COC(=O)CNC(=O)C1CCCCC1,·,-1%,-13%,-39%[inhibitor],4%,-5%,?
O=[N+]([O-])c1ccc(N/N=C/c2cccc(O)c2O)c(S(=O)(=O)N2CCOCC2)c1,-20%[46 µM],-6%,?,-48%[inhibitor],?,?,-24%
O=C(CCc1nc2ccccc2[nH]1)Nc1ccc2c(c1)OCCO2,-8%,-3%,6%,-17%,-5%,-5%,6%[2.36 µM]
C/C(CC(=O)Nc1ccc(Cl)cc1C(F)(F)F)=N\NC(N)=S,·,4%,?,37%[10 µM],20%[9.22 µM],·,12%
COC(=O)CCSc1cc(NCCOC(C)=O)c([N+](=O)[O-])c2nonc12,2%,-4%,-2%,41%[10 µM],5%,-8%,-15%
CC(=O)Nc1n[nH]c(-c2ccc(C)cc2)c1C,?,8%,3%,·,·,6%,2%
COc1cc(C2C(C(C)=O)=C(O)C(=O)N2c2ccc(Br)cn2)ccc1O (stereo not drawn),12%[0.0737 µM],-2%,?,-7%,-7%,?,-2%
CCCCCSc1nc2c(c(=O)[nH]c(=O)n2C)n1CCc1ccccc1,4%,1%,5%,-6%[10 µM],-2%,-1%,8%
CC1=Nc2ccc(C)cc2/C1=C/c1c(N)n2c(S(=O)(=O)C(C)C)nsc2nc1=O,·,3%,-2%,·,?,?,14%
Cc1ccc(S(=O)(=O)N2CCN(c3ccc([N+](=O)[O-])c4cccnc34)CC2)cc1,?,-2%,14%,27%[10 µM],8%,-11%,-26%
C/C(CCC(=O)O)=N/Nc1ccc([N+](=O)[O-])cc1[N+](=O)[O-],2%,-7%,?,-4%[10 µM],1%,2%,-10%
